HBB splice mod: qHTS Assay for Modulators of Hemoglobin Beta Chain Splicing; HBB splicing reporter cell assay, activation; EGFP reporter with mutant IVS2-654 intron; response scale: normalised to 500 nM splice-correcting PNA; Potency, µM (highest dose often 46.1 µM), for inactives: at the highest dose activation, usual class: activators; actives 0.06% (n = 65,000); further: potency means the concentration at half of the fitted maximal effect; 0% is about no effect
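Compounds were applied for 2 days to HeLa EGFP-654 cells, 500/well in Optimem with 2% FCS. The reporter's EGFP is disrupted by mis-splicing of beta-globin intron IVS2-654. Readout: summed well GFP fluorescence from 488 nm laser scanning; reference was 500 nM antisense […] 654 PNA.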
CRE Fsk mod: Cell signaling CRE-BLA (Fsk stim); CHO CRE-bla reporter (cAMP response element driving beta-lactamase), forskolin EC10, beta-lactamase ratio; actives 2.5% (n = 71,000); Potency, µM (titrated, usually from 38.2 µM), for inactives: at the top dose activity change, negative = inhibition, hits mostly activators; active means well fitted activation curve with a large enough effect in the signal ratio, with a control signal flat, not every such curve was filed as active; inconclusive means small, poorly fitted or top-dose-only effect, or effect the other way, or a change in a side signal; the % refers to the signal ratio; further: potency means the concentration at half of the fitted maximal effect; % of control where 0% means no effect
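Cells were plated overnight at 37 °C, exposed to compound titrations plus EC10 NKH 477 for 3 h, then given CCF4 dye for 2 h at room temperature. Blue/green (460/530 nm) ratio was converted to %Activity and AC50 values calculated.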
FLuc inh: qHTS Assay for Inhibitors of Firefly Luciferase; purified firefly luciferase, luminescence, 8 min; Luciferin 4-monooxygenase (Photinus pyralis), P08659; actives 2.2% (n = 72,000); Potency, µM (highest dose often 57.1 µM), for the others: top-dose activity change, negative = inhibition, usual class: inhibitors; further: potency means the concentration at half of the fitted maximal effect; on the % scale 0 is the no-effect control and ±100 the full control effect; nearly all actives have a fitted effect of over 40% in size
Target sequence (P08659 whole entry, looked up): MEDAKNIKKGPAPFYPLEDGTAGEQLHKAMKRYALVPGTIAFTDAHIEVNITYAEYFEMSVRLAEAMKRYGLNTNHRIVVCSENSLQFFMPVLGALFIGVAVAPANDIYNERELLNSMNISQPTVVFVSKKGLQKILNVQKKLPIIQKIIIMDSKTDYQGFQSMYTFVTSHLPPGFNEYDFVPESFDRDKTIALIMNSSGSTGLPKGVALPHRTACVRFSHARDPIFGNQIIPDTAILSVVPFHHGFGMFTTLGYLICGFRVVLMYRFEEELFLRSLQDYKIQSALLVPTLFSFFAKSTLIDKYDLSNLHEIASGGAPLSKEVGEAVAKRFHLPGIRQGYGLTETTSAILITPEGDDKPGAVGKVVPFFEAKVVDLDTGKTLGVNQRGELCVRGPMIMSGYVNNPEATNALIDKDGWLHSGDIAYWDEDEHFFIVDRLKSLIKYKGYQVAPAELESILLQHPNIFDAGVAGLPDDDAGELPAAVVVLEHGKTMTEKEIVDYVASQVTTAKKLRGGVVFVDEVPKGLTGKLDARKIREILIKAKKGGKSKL
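Luminescence read-out after 8 min at room temperature; enzyme reaction used luciferin plus 10 uM ATP (linear range) in imidazole buffer pH 7.2 with KCl, MgCl2, Tween 20 and BSA. Each sample was run as a titration.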
ALOX15 inhib: qHTS Assay for Inhibitors of 15-hLO (15-human lipoxygenase); Potency, µM (series often up to 57.1 µM), for inactives: at the highest dose activity change, negative = inhibition, actives largely listed as inhibitors; Polyunsaturated fatty acid lipoxygenase ALOX15 (Homo sapiens), P16050; actives 1.4% (n = 74,000); purified 15hLO-1, xylenol orange hydroperoxide absorbance; further: potency means the concentration at half of the fitted maximal effect; on the % scale 0 is the no-effect control and ±100 the full control effect; nearly all actives have a fitted effect of over 55% in size
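Hydroperoxide formed from arachidonic acid (50 uM) by purified human 15hLO-1 (40 nM) oxidizes ferrous iron, and the ferric-xylenol orange complex is read at 573 versus 405 nm. Compounds were preincubated 15 min; reaction ran 6 min at room temperature.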
Hsp90 Hop PPI: qHTS Assay for Disrupters of an Hsp90 Co-Chaperone Interaction | Hsp90 C-terminal peptide / TPR2A (Hop) interaction, human | AlphaScreen TPR2A-His6 binding biotin-Hsp90 C-terminal peptide | Potency, µM (top dose mostly 57 µM), for the others: top-dose activity change, negative = inhibition | actives 0.44% (n = 71,000) | AID 595, 2007; active means well fitted curve in either direction with a large enough effect; inconclusive means small, poorly fitted or top-dose-only effect, or another doubt; further: potency means the concentration at half of the fitted maximal effect; on the % scale 0 is the no-effect control and ±100 the full control effect; many of its hits are not listed in these tables
ERK AVP block: qHTS Assay for Inhibitors of the ERK Signaling Pathway using a Homogeneous Screening Assay | HEK293-V1b, vasopressin-stimulated pERK AlphaScreen | Potency, µM (doses to about 57.5 µM), inactives show at the highest dose activity, negative = inhibition, hits mostly inhibitors | actives 0.99% (n = 72,000); further: potency means the concentration at half of the fitted maximal effect; on the % scale 0 is the no-effect control and ±100 the full control effect; nearly all actives have a fitted effect of over 55% in size
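Overnight-seeded V1b-HEK293 cells in 1% FBS got compound, then vasopressin (25 nM final, 5 min, 37C), then lysis buffer. AlphaScreen detection of phospho-ERK; activity normalized to basal and full-stimulation controls.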
GFP derepression: qHTS Assay for Epigenetic Modulators; actives 0.09% (n = 68,000); Potency, µM (doses to about 46.1 µM), without a hit: at the top dose GFP derepression (activation); mouse C127i GFP locus derepression, cytometry, 30 h; AID 597, 2007; further: % of control where 0% means no effect
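Derepression screen: silenced CMV-GFP reporter in murine C127i cells, 30 h compound incubation at 37 C, washed cells imaged by laser-scanning cytometer to enumerate GFP-expressing objects of 20 to 120 um.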
HADH2 inh: qHTS Assay for Inhibitors of HADH2 (Hydroxyacyl-Coenzyme A Dehydrogenase, Type II); Potency, µM (top dose mostly 57.1 µM), for the others: at the highest dose activity change, negative = inhibition, most hits filed as inhibitors; 3-hydroxyacyl-CoA dehydrogenase type-2 (Homo sapiens), Q99714; AID 886, 2007; recombinant HADH2, NADH fluorescence, beta-hydroxybutyryl-CoA; actives 3.4% (n = 73,000); further: potency means the concentration at half of the fitted maximal effect; on the % scale 0 is the no-effect control and ±100 the full control effect; nearly all actives have a fitted effect of over 60% in size; many of its hits are not listed in these tables
Target sequence (Q99714 whole entry, looked up, one chain of several): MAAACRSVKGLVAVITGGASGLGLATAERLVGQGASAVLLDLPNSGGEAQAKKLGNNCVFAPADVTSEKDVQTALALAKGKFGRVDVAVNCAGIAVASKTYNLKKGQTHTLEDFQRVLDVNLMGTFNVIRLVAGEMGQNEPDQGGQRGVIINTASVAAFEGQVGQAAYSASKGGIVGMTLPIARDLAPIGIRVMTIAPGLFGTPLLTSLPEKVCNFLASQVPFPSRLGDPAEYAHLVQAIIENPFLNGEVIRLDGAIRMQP
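Buffer 100 mM Tris-HCl pH 9.0/0.01% Tween-20; HADH2 20 nM; NAD+ 1 mM; beta-hydroxybutyryl-CoA 90 uM (all final). 15 min cpd preincubation, RT.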
Ub-GFP proteasome: Ubiquitin-GFP Assay | AID 526, 2006 | Potency, µM (highest dose often 45.9 µM), inactives show top-dose activation (GFP accumulation), hits mostly activators | 67,000 tested, under 10 active | Ubiquitin-GFP reporter cells, proteasome inhibition, GFP fluorescence; response scale: untreated = 0%, 10 µM MG-132 = 100%; active means well fitted activation curve with a large enough effect, not every such curve was filed as active; inconclusive means small, poorly fitted or top-dose-only effect, or another doubt; inactive means no such curve, though single readings can be large or run the other way; further: potency means the concentration at half of the fitted maximal effect
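U2OS cells expressing ubiquitin(G76V)-GFP, seeded overnight in 0.5% FBS medium, then treated 4 hr at 37 C across 46 uM to 2.9 nM. GFP-positive cells counted by laser cytometry (488 ex/515 em); %activity scaled between basal and 10 uM MG-132.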
Tau filament bind: qHTS Assay for Tau Filament Binding | actives 2% (n = 71,000) | AID 596, 2007 | Microtubule-associated protein tau (Homo sapiens), P10636 | recombinant tau filaments, thioflavin S fluorescence, 15 h; filaments grown with octadecylsulfate alongside compound | Potency, µM (titrated, usually from 57.1 µM), inactives show at the top dose activity change, negative = inhibition;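 further: potency means the concentration at half of the fitted maximal effect; on the % scale 0 is the no-effect control and ±100 the full control effect; actives lower thioflavin S fluorescence by blocking filaments or displacing dye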
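Read-out: ThS fluorescence, 450 nm excitation/510 nm emission; lower signal marks blocked filament formation or displaced dye. Tau at 1 uM with 30 uM ODS, 10 uM ThS, 5 mM DTT, 100 mM NaCl, 10 mM HEPES pH 7.4; 15 h, 37 C.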
DNA Pol III inh: qHTS Assay for Inhibitors of DNA Polymerase III Holoenzyme System; reconstituted DNA polymerase III holoenzyme replication, biochemical; actives 0.25% (n = 71,000); Potency, µM (highest dose often 57.1 µM), for inactives: at the top dose activity change, negative = inhibition; further: potency means the concentration at half of the fitted maximal effect; on the % scale 0 is the no-effect control and ±100 the full control effect
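Reconstituted *E. coli* holoenzyme (0.35 nM Pol III, 1 nM beta, 154 nM SSB, 2 nM primase) was preincubated with compound for 15 min at RT. Synthesis on 1.4 nM ssM13Gori ran 35 min, then was stopped with PicoGreen/EDTA and read as dsDNA fluorescence.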
* = called active by the depositor; u = inconclusive; x = not tested or not shown; [ ] = dose if it differs, or a comment. Unless noted, the call rests on the fitted dose curve; in most records, active means well fitted curve in the direction sought with a large enough effect; inconclusive means small, poorly fitted or top-dose-only effect, or another doubt; inactive means no such curve, though single readings can be large; an effect the other way counts as inactive or inconclusive. An excerpt (hit frequency here may not be typical).

smiles	HBB splice mod	CRE Fsk mod	FLuc inh	ALOX15 inhib	Hsp90 Hop PPI	ERK AVP block	GFP derepression	HADH2 inh	Ub-GFP proteasome	Tau filament bind	DNA Pol III inh
CCOc1ccc2nc(NC(=O)c3ccc(S(=O)(=O)N4CCOCC4)cc3)sc2c1	-1.7%	u	0%	u	0%	19%	-1%	13%	19%	68%	-1%
c1ccc(COc2ccc(Oc3nc(N4CCCCC4)nc(N4CCOCC4)n3)nn2)cc1	-0.2%	u	-1%	-15%	-1%	-20%	6%	20%	-7%	-9%	-3%
Cc1ccc2[nH]c(=O)c(CN(Cc3ccc4c(c3)OCO4)Cc3nnnn3Cc3ccco3)cc2c1	x	-7%	-3%	u	-11%	-18%	0%	-11%	-3%	35%	-4%
On1cnnc1-c1ccccc1	0.4%[0.369 µM]	-3%	2%	1%	-2%	-21%	2%	8%	x	-6%	-6%
Nc1nc(C(=O)O)c(N=Nc2ccccc2)c(=O)[nH]1	0.9%[9.22 µM]	2%[7.6 µM]	0%[11.4 µM]	-10%[11.4 µM]	-27%[11 µM]	-24%[11.5 µM]	-2%[9.22 µM]	6%[11.4 µM]	-6%[9.17 µM]	5µM*	2%[11.4 µM]
CSCCC1NC2(C(=O)Nc3ccc(Cl)cc32)[C@@H]2C(=O)N(C3CCCC3)C(=O)[C@H]12 (some centres undefined)	0.3%[57.5 µM]	-7%	1%	-9%	-8%	u	2%	5%	1%	-16%	-8%
COc1cc(C(=O)N2CCC(n3cnc4cc(F)ccc43)CC2)cc(OC)c1OC	-1.8%	14%	0%	11%	-3%	-8%	-1%	5%	3%	3%	0%
CCOc1ncccc1C(=O)Nc1ccc(Cl)cc1	-1.0%	u	0%	-13%	21%	4%	3%	3%	-9%	17%	-6%
CCOc1ccccc1Nc1nnc(C)c(=O)[nH]1	-1.5%	u	1%	6%	-2%	22%	0%	-2%	-4%	3%	1%
COc1ccc(-c2cn3cccnc3n2)cc1NC(=O)C1CC1	-2.9%	u	-5%	10%	-5%	15%	-2%	18%	1%	4%	-1%
COc1ccccc1NC(=O)CN1C(=O)C(C)Oc2ccccc21 (centres undefined)	-0.2%[57.5 µM]	-4%	-1%	11%	-1%	0%	0%	8%	12%	-6%	8%
COc1ccc(CCNS(=O)(=O)c2ccc(C(=O)NCc3ccco3)cc2)cc1OC	x	4%	2%	5%	-3%	-29%	0%	-6%	4%	-7%	-3%
COc1ccccc1N1CCN(c2nc(-c3ccccc3)cc(C(F)(F)F)n2)CC1	-1.1%	-1%	0%	-1%	-2%	5%	2%	-2%	-1%	8%	2%
O=C(O)C1C(c2ccccc2)C(C(=O)OCCCO)C1c1ccccc1 (centres undefined)	-6.5%	7%	2%	-8%	-6%	3%	-2%	7%	0%	4%	-2%
CCCCCCOC(=O)C(C#N)c1nc2ccccc2nc1N1CCN(C)CC1 (centres undefined)	0.3%	u	2%	-16%	-20%	-10%	-3%	-22%	-13%	1µM*	-2%
COc1ccc(-c2nn3c(-c4ccco4)nnc3s2)cc1OC	2.5%[57.5 µM]	6.3µM*	-5%	-14%	-8%	25µM*	2%	-3%	-4%	19%	-9%
COC(=O)[C@@]1(Cc2ccc(F)cc2)[C@H]2c3cc(C(=O)N4CCCC4)n(Cc4ccc(OC(F)(F)F)cc4)c3C[C@H]2CN1C(=O)c1ccccc1	0.5%	-8%	x	x	-5%	4%	x	20%	x	-3%	-9%
CS(=O)(=O)N(CC(=O)NCC1CCCO1)c1cc(Cl)cc(Cl)c1 (centres undefined)	x	1%	0%	4%	-1%	8%	7%	0%	0%	0%	-6%
CS(=O)(=O)c1ccc(N)cc1	0.3%	-1%	1%	6%	-4%	x	x	-6%	11%	-1%	-2%
CCOC(=O)c1ccc(NC(=O)N2CCN(Cc3cccc(F)c3)CC2)cc1	6.8%	-13%	-2%	-26%	-6%	-19%	3%	1%	-4%	-1%	-2%
Cc1ccccc1-c1cncnc1N1CCN(C)CC1	-1.6%	u	1%[2.29 µM]	7%	-6%	-5%	-3%[9.22 µM]	19%	-3%	0%	-6%
CSC(N)=NCCC[C@@H](N)C(=O)O	2.7%	1%	-1%	10%	-9%	4%	-4%	12%	-2%	-1%	1%
O=C1CS/C(=N\C(=O)N2c3ccccc3Sc3ccccc32)N1	-1.3%[0.0738 µM]	u	-3%	u	-13%[11 µM]	5%	-2%	u	6%[9.17 µM]	3.2µM*	4%[11.4 µM]
CN(C)/C=C1\C(=O)c2ccc(N(C)C)nc2CC1c1ccccc1 (centres undefined)	4.6%[1.84 µM]	u	0%	5µM*	11%	13%	-2%	20µM*	30%	162%	-4%
Cc1onc(-c2ccccc2Cl)c1C(=O)Nc1cccc(-c2nc3ncccn3c2C)c1	2.3%	u	-1%	u	1%	-1%	-2%	-16%	-10%	-11%	-2%
O=C1CCCN1C(=O)CCC(=O)N1CCCC1=O	x	-3%	1%	9%	0%	-3%	3%	2%	0%	-5%	-4%
CCOC(=O)c1c(C)[nH]c(C)c1C(=O)COC(=O)C1CCCN1S(=O)(=O)c1ccccc1F (centres undefined)	-0.5%[57.5 µM]	24%	2%	6%	-5%	13%	-1%	8%	0%	-6%	-3%
CCc1c(C)nc2[nH]nc(-c3ccccc3C)n2c1=O	0.0%[57.5 µM]	3%	6%	-13%	1%	-11%	-3%	5%	0%	3%	-2%
CCC12CC3CC(C1)CC(C(=O)O)(C3)C2	-0.3%[0.0738 µM]	u	1%	9%[11.4 µM]	-3%[11 µM]	-6%	0%	9%[11.4 µM]	-9%[9.17 µM]	2%[11.4 µM]	1%[11.4 µM]
c1ccc2c(-c3nc(C4CCCCC4)no3)cc(-c3ccncc3)nc2c1	0.7%[0.369 µM]	17%	3%	-1%	0%	-8%	2%	-21%	-7%	u	-6%
Cc1nc(N(C)C)c2sc(=S)n(C)c2n1	-1.9%	2.5µM*	3%	-4%	-1%[2.3 µM]	2%	x	1%	0%	-8%	0%
CS(=O)(=O)c1ccc2nc(NC(=O)Oc3ccccc3)sc2c1	-1.8%	u	-14%	7%	7%	-9%	0%	-12%	4%	-3%	-2%
Cn1c(=O)cnc2cnc(Oc3ccccc3)nc21	1.4%	22%	0%[11.4 µM]	-1%	-4%	3%	-2%[9.22 µM]	-11%	-1%	-5%	-9%
COc1ccc(-c2nc(CS(=O)(=O)CC(=O)NCCc3cc(OC)ccc3OC)c(C)o2)cc1	-0.2%	3%	-3%	-13%	-8%	19%	6%	-4%	-9%	5%	-1%
Cc1ccccc1CN1CCN(CC(=O)NCCCN2CCN(c3ccc(F)cc3)CC2)C1=O	0.5%	-16%	1%	-8%	-5%	9%	3%	7%	-3%	7%	-5%
CCCCn1c(N2CCC(Cc3ccccc3)CC2)nc2c1c(=O)[nH]c(=O)n2C	3.0%	u	0%	u	-13%	u	-3%	7%	-7%	14%	-2%
COc1ccccc1N1CCN(C(=O)COc2ccc(Cl)cc2)CC1	-3.1%	-19%	1%	-27%	-10%	32µM*	1%	12%	8%	-12%	-2%
CC(=O)Nc1cccc(Oc2cc(C#N)c(C#N)cc2N2CCOCC2)c1	-0.1%	5µM*	-1%	3%	-6%	-30%	6%	0%	-11%	-24%	-3%
Cn1c(SCc2ccccc2F)nnc1-c1cnccn1	1.8%[0.369 µM]	0%	-14%	5%	-4%	-2%	1%	-5%	-3%	-4%	-3%
COc1ccccc1-c1cncnc1Nc1ccccc1	0.6%	-22%	1%[2.29 µM]	25µM*	-3%	-20%	4%[9.22 µM]	u	-2%	-5%	-7%

High-throughput results from PubChem.
